M1 antag: antagonists of human M1 muscarinic receptor | P11229 | CHO-K1 hM1, Fluo-8 calcium fluorescence, ACh EC80 antagonist | inhibition, % at 3 µM | 360,000 tested, 1.3% active;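 active = percent inhibition above its own plate's cutoff, namely the mean of that plate's compound wells plus 3 SD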;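 also: peak over basal fluorescence ratio during 140 s after agonist addition; 0% = ACh EC80 plus DMSO and 100% = DMSO alone without agonist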
Target sequence (P11229 whole entry, looked up): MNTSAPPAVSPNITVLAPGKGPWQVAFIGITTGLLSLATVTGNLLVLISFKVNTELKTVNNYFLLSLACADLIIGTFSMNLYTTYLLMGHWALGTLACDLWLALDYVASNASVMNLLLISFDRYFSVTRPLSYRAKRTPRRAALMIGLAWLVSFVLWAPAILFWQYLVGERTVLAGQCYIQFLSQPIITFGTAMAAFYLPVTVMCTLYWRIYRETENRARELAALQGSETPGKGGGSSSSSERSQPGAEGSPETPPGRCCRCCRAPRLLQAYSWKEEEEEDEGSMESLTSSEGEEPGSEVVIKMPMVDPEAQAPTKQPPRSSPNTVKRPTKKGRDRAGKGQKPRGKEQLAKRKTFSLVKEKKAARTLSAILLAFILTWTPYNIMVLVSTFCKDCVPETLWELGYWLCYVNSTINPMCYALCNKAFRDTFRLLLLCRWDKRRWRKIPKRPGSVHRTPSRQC
M5 antag: antagonists of human muscarinic M5 receptor (CHRM5). P08912. AID 624040. 360,000 tested, 0.59% active. inhibition, % at 3 µM. CHO-hM5 cells, Fluo-8 calcium fluorescence, ACh EC80;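 active = inhibition above a per-plate cutoff, the mean of that plate's test compounds plus 3 SD, cut at about 27% in these data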;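 also: 0% = acetylcholine EC80 with DMSO and 100% = DMSO without agonist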
M4 antag: CHRM4 antagonism in calcium assay | 360,000 tested, 0.73% active | inhibition, % at 3 µM | P08173 | AID 624125 | CHO-hM4 cells, ACh EC80, Fluo-8 calcium fluorescence;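 active = inhibition above its plate's cutoff, the mean inhibition of sample wells plus 3 SD, cut at about 27% in these data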;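 also: 0% = acetylcholine EC80 with DMSO and 100% = DMSO without agonist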
Target sequence (P08173 whole entry, looked up): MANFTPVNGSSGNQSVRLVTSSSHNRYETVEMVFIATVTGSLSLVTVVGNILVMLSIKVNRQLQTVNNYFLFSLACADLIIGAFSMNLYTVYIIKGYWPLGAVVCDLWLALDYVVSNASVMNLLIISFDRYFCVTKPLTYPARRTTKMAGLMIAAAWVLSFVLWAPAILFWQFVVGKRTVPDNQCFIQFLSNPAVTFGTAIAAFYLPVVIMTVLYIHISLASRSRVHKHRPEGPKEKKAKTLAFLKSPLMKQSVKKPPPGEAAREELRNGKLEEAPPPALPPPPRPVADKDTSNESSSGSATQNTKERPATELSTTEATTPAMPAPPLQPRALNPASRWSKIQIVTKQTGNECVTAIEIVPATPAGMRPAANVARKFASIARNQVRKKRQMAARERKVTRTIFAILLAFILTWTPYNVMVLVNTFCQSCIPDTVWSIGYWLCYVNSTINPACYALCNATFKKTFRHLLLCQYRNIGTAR
M4 ag: agonists of human muscarinic M4 receptor (CHRM4) | activation, % at 3 µM | CHO-K1 hM4/Gqi5, Fluo-8 calcium fluorescence; vehicle 0%, full acetylcholine response 100% | 360,000 tested, 0.14% active | P08173;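 active = activation above the run mean over all test wells plus 3 SD, cut at about 32% in these data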;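 also: peak over basal fluorescence ratio per well then scaled between controls; 0% = DMSO wells and 100% = acetylcholine at EC100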
TAAR1 ag: agonists of human TAAR1; 360,000 tested, 0.99% active; Q96RJ0; AID 624467; CHO RD-HGA16 TAAR1, Fluo-8 calcium fluorescence; vehicle wells 0%, saturating PEA agonist 100%; activation, % at 3 µM;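 active = activation above the mean activation of all test compounds in the run plus 3 SD, cut at about 38% in these data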
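Benchmarks: low control DMSO, high control PEA (EC100); System: CHO RD-HGA16 cells carrying human TAAR1 plus Gα16; Detection: Fluo-8 fluorescence, 5 s baseline then 140 s kinetic read; Schedule: 17-24 h plating, Fluo-8 75 min 37 °C, 30 min RT; Read-out basis: % activation from peak over basal fluorescence ratio, DMSO-to-PEA scaled.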
CHRM1 agonist: human M1 muscarinic receptor agonism. 360,000 tested, 0.33% active. activation, % at 3 µM. CHO-K1 hM1, Fluo-8 calcium fluorescence, agonist mode; 0% DMSO, 100% acetylcholine EC100. AID 588814;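 active = activation above the run's mean compound activation plus 3 SD, cut at about 16% in these data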;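 also: peak over basal fluorescence ratio within a 140 s kinetic read after compound addition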
CHRM1 PAM: potentiates human M1 receptor response to acetylcholine; 360,000 tested, 0.088% active; P11229; CHO-K1 hM1, Fluo-8 calcium fluorescence, ACh EC20; 0% = ACh EC20, 100% = maximal ACh; activation, % at 3 µM; in the data active = activation above about 19%, passing the limit was not always enough
CHRM5 agonist: CHRM5 agonism in calcium assay; 360,000 tested, 0.19% active; P08912; AID 624037; CHO-K1 hM5 cells, Fluo-8 calcium fluorescence; 0% DMSO wells, 100% maximal acetylcholine response; activation, % at 3 µM;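 active = activation above the run's mean over test compounds plus 3 SD, cut at about 23% in these data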;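 also: signal is peak over basal fluorescence ratio across the kinetic read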
M5 PAM: potentiates acetylcholine response at human M5 receptor; CHO-K1 hM5, Fluo-8 calcium, ACh EC20 PAM; 0% = ACh EC20, 100% = ACh EC100; P08912; activation, % at 3 µM; 360,000 tested, 0.3% active;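 active = activation above the run cutoff, the mean activation of all test compounds plus 3 SD, cut at about 18% in these data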
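System: CHO-K1 cell line with stable human muscarinic M5 receptor expression | Also added: EC20 acetylcholine as agonist stimulus | Compound: One concentration, 3 µM final (nominal) | Timing: Fluo-8 loading 80 min at 37 °C plus 30 min room temperature | Measured by: Fluo-8 calcium dye fluorescence, kinetic read | Read-out basis: % activation, ACh-normalized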
The depositor's hits bear a star; . = no result given; & = joins results of further samples. A portion of the library; the hit share may differ from the screen's.

A first look:
SMILES | M1 antag | M5 antag | M4 antag | M4 ag | TAAR1 ag | CHRM1 agonist | CHRM1 PAM | CHRM5 agonist | M5 PAM
O=C(Cn1nc(-c2ccc(Cl)cc2)ccc1=O)N1CCC2(CC1)OCCO2 | -5 | 6 | -1 | 1 | -1 | -3 | 4 | 2 | 1
O=C(N1CCCCCC1)N1CC1 | -16 | 3 | 0 | 0 | 1 | -2 | 14 | -1 | 11
Cc1nn(Cc2ccccc2)c(C)c1C(=O)O | -5 | 2 | 7 | 1 | 0 | 0 | 10 | 0 | 1
CCOC(=O)C1SC2(C(F)F)CC1(O)c1c(c(OC)c3occc3c1OC)O2 (stereo not drawn) | -15 | 4 | -10 | 10 | 8 | -2 | -2 | 1 | -9
Fc1ccc(N2CCN(Cc3ccc4c(c3)OCO4)CC2)cc1 | 3 | 11 | 6 | 0 | 4 | -11 | -6 | -4 | -5
Cc1ccccc1C(=O)N1Cc2ccccc2-n2nncc2C1 | -3 | 4 | -5 | 1 | 3 | -3 | -3 | 2 | -4
CC1=CC(=C2C(=O)NC(=O)NC2=O)C=C(C(F)(F)F)N1C(C)C | -14 | 4 | 5 | 0 | 15 | -5 | 10 | -1 | -6
CCC1(O)CCC2C3CCC4=CC(=O)CCC4C3CCC21CC (stereo not drawn) | -5 | 6 | -2 | 10 | 26 | -1 | -4 | -4 | -21
CN1CCN(Cc2cn(C)c3ccccc23)CC1CCO (stereo not drawn) | -9 | -5 | -6 | 1 | -1 | -1 | 10 | 1 | 9
COC(=O)C1=C(c2ccccc2OCc2ccccc2)C[C@@H]2CC[C@H]1N2C(=O)NCc1ccc(C(F)(F)F)cc1 | 3 | 4 | 2 | 4 | 2 | -4 | -1 | 0 | -14
CCOP(=O)(Nc1ccc2c(c1)C(=NNC(N)=S)c1ccccc1-2)OCC | 2 | 20 | -6 | 10 | 15 | -1 | -6 | -2 | -10

The whole of this part, from the first entry:
SMILES | M1 antag | M5 antag | M4 antag | M4 ag | TAAR1 ag | CHRM1 agonist | CHRM1 PAM | CHRM5 agonist | M5 PAM
O=C(Cn1nc(-c2ccc(Cl)cc2)ccc1=O)N1CCC2(CC1)OCCO2 | -5 | 6 | -1 | 1 | -1 | -3 | 4 | 2 | 1
O=C(N1CCCCCC1)N1CC1 | -16 | 3 | 0 | 0 | 1 | -2 | 14 | -1 | 11
Cc1nn(Cc2ccccc2)c(C)c1C(=O)O | -5 | 2 | 7 | 1 | 0 | 0 | 10 | 0 | 1
CCOC(=O)C1SC2(C(F)F)CC1(O)c1c(c(OC)c3occc3c1OC)O2 (stereo not drawn) | -15 | 4 | -10 | 10 | 8 | -2 | -2 | 1 | -9
Fc1ccc(N2CCN(Cc3ccc4c(c3)OCO4)CC2)cc1 | 3 | 11 | 6 | 0 | 4 | -11 | -6 | -4 | -5
Cc1ccccc1C(=O)N1Cc2ccccc2-n2nncc2C1 | -3 | 4 | -5 | 1 | 3 | -3 | -3 | 2 | -4
CC1=CC(=C2C(=O)NC(=O)NC2=O)C=C(C(F)(F)F)N1C(C)C | -14 | 4 | 5 | 0 | 15 | -5 | 10 | -1 | -6
CCC1(O)CCC2C3CCC4=CC(=O)CCC4C3CCC21CC (stereo not drawn) | -5 | 6 | -2 | 10 | 26 | -1 | -4 | -4 | -21
CN1CCN(Cc2cn(C)c3ccccc23)CC1CCO (stereo not drawn) | -9 | -5 | -6 | 1 | -1 | -1 | 10 | 1 | 9
COC(=O)C1=C(c2ccccc2OCc2ccccc2)C[C@@H]2CC[C@H]1N2C(=O)NCc1ccc(C(F)(F)F)cc1 | 3 | 4 | 2 | 4 | 2 | -4 | -1 | 0 | -14
CCOP(=O)(Nc1ccc2c(c1)C(=NNC(N)=S)c1ccccc1-2)OCC | 2 | 20 | -6 | 10 | 15 | -1 | -6 | -2 | -10
O=C(NC[P+](=O)O)OCc1ccccc1 | -17 | 0 | -10 | 0 | 1 | -3 | 10 | -2 | -1
Cn1cc(C=C2C(=O)NC(=O)NC2=O)c2ccccc21 | -21 | -5 | 2 | 0 | 0 | -3 | 15 | 1 | 3
Cn1c(O)c(C2=NNC(c3ccc(Cl)cc3)C2)c(=O)n(C)c1=O (stereo not drawn) | -5 | 8 | 4 | 4 | 3 | 4 | 5 | 4 | 2
C=C1C(C)C2C(Cc3ccccc3)NC(=O)C23C(OC(C)=O)C=CC(C)(O)CC(C)CC=CC3C1O (stereo not drawn) | -10 | -12 | -19 | 2 | 0 | 0 | 2 | 4 | 21*
COC(=O)c1ccccc1OP(=O)(c1cccc([N+](=O)[O-])c1)c1cccc([N+](=O)[O-])c1 | -8 | 10 | 1 | 0 | 1 | -3 | 2 | 0 | -2
Cc1c(C(c2ccc(O)cc2)c2c(O)c3ccccc3oc2=O)c(=O)n(-c2ccccc2)n1C (stereo not drawn) | 1 | 2 | 8 | 1 | 2 | -6 | 2 | 3 | 3
COc1ccccc1C(=O)Nc1ccc2c(c1)CC1(C(=O)N(C)C(=O)N(C)C1=O)C1CCCN21 (stereo not drawn) | -21 | -3 | -5 | 1 | -1 | -1 | 14 | -4 | 3
CCS(=O)(=O)NCc1nnc2n1-c1ccc(Br)cc1C(c1ccccc1Cl)=NC2 | -10 | 0 | 2 | 0 | 5 | -2 | 11 | 4 | 7
Cc1ccc(OCC(=O)N2CCN(Cc3ccc4c(c3)OCO4)CC2)cc1 | -4 | 7 | 7 | 1 | -1 | -12 | 5 | -2 | -5
COc1ccc(NC2=NCCCS2)cc1OC | -12 | -4 | -15 | 1 | 1 | -7 | 15 | -1 | 4
CC(=O)C1CCC2C3C(N4CC4)CC4=CC(=O)CCC4(C)C3CCC12C (stereo not drawn) | -9 | 2 | -8 | 8 | 3 | -5 | 0 | -2 | -1
Cn1c(=O)[nH]c2nncnc2c1=O | -4 | 1 | -4 | 0 | -1 | -2 | 2 | -1 | -1
N#C/C=C/C#N | 0 | -2 | -3 | 1 | 1 | -1 | 4 | 1 | 4
O=C1CN(C(=O)COC(=O)Cc2ccccc2)c2ccccc2N1 | -10 | 6 | -10 | 2 | 8 | -1 | 8 | -2 | 0
CN1C(=O)N(C)C(=O)C(NS(=O)(=O)c2ccc(N)cc2)(c2ccccc2)C1=O | -18 | -6 | -24 | 2 | 2 | -4 | 6 | -7 | -4
CN1CCC2(CC1)C(C#N)=C(N)NC(S)=C2C#N | -6&-8 | 6&13 | 1&-15 | 1&1 | 1&7 | -3&-7 | 7&6 | -3&-5 | -1&-8
CCOC(=O)C(O)(c1ccc(N=c2ccccn2C)cc1)C(F)(F)F (stereo not drawn) | -10 | -14 | -11 | 1 | 5 | -7 | 4 | -3 | 12
COC(=O)C1=C(c2c(C)noc2C)C[C@@H]2CC[C@H]1N2C(=O)NCCOc1ccccc1 | -11 | 11 | 7 | 1 | 2 | -5 | 10 | -1 | -3
c1cncc(CNCCc2c[nH]c3ccccc23)c1 | 3 | 10 | -7 | 1 | 0 | -3 | 1 | -2 | 5
COC(=O)C1=C(c2ccc(F)cc2F)C[C@@H]2CC[C@H]1N2C(=O)N1CCCC1 | 6 | 8 | -3 | 1 | 11 | -5 | -1 | 1 | -2
Nc1ccc2ccc3cccc[n+]3c2c1 | 22 | -3 | 19 | 22 | 40* | 10 | -12 | 27* | -3
CCOc1cc2c(cc1OCC)-n1cccc1C(c1ccc(OC(F)F)cc1)NC2 (stereo not drawn) | 14 | 7 | 1 | 7 | 7 | -7 | -12 | -1 | -9
N#Cc1ccccc1OCC(=O)N1CCN(CC(=O)Nc2ccc(F)cc2)CC1 | -6 | 9 | -4 | 3 | 2 | -3 | 4 | -1 | 4
Brc1ccc2c(c1)-n1nncc1CN(CC1CCCCC1)C2 | 2 | -4 | -7 | -1 | -1 | 10 | 4 | 4 | -2
C[C@]1(O)CC[C@H]2[C@@H]3CCC4=CC(=O)CC[C@]4(C)[C@@]3(F)[C@@H](O)C[C@@]21C | 9 | 0 | -14 | 2 | 2 | 1 | -3 | 3 | -7
COC(=O)C1=C(c2ccc3ccccc3c2)C[C@@H]2CC[C@H]1N2C(=O)NCc1ccc(F)cc1 | -1 | 16 | -5 | 4 | 13 | -10 | -2 | -9 | -2
Cc1nccn1Cc1ccc(Cl)nc1 | 8 | 5 | 5 | 1 | 0 | -5 | -2 | -2 | 4
O=C(CF)NC(NC(=S)Nc1cccc([N+](=O)[O-])c1)C(Cl)(Cl)Cl (stereo not drawn) | 8 | 20 | -3 | 4 | 7 | 1 | -7 | 5 | -13
CCC1C(c2cc(OC)c(OC)c(OC)c2)c2cc3c(cc2OC1N1CCCC1)OCO3 (stereo not drawn) | -9 | 6 | -3 | 0 | 12 | 15 | 0 | 13 | -6
O=c1c2ccccc2[nH]c(=S)n1-c1cccc(Cl)c1 | -16 | 13 | -16 | 2 | 1 | -1 | 7 | 1 | -1
CCOc1cc2c(cc1OCC)-n1cccc1C(c1cccc(OCC)c1O)NC2 (stereo not drawn) | -1 | 2 | -1 | 2 | 8 | -4 | 6 | 1 | 1
Cc1cccc2nc(-c3ccccc3)c(-c3ccc(CN4CCC(n5c(=O)[nH]c6ccccc65)CC4)cc3)nc12 | . | 6 | 8 | 5 | 2 | . | . | 12 | -8
COC(=O)c1ccc(COc2cc(C)cc3oc(=O)c4c(c23)CCCC4)o1 | -16 | 7 | -3 | 0 | 8 | 0 | 14 | 2 | 5
CCCN1CCC2(CC1)NC(CO)(CO)CO2 | 5 | 6 | 5 | 0 | 3 | -4 | -1 | 0 | -7
CN1CCN(c2ccc(NC(=O)Oc3ccccc3)cc2)CC1 | -7 | -8 | -5 | 0 | 2 | -3 | 5 | -3 | 4
C[C@H](NC(=O)N1C[C@H]2C[C@@H](C1)c1cccc(=O)n1C2)C(=O)Nc1ccccc1F | 1 | 1 | -11 | 0 | 0 | 10 | 10 | 1 | 0
Cc1cc(OCc2nn[nH]n2)c2c3c(c(=O)oc2c1)CCC3 | -10 | -4 | 0 | 0 | 3 | -5 | 10 | -3 | 3
COC(=O)C(O)(c1cn(C)c2ccccc12)C(F)(F)F (stereo not drawn) | -23 | -3 | 9 | 1 | 6 | -4 | -1 | -3 | 5
COc1cc(/C=C(/C)[N+](=O)[O-])ccc1OCc1ccccc1Cl | 13 | 27* | 29* | 1 | . | -6 | 12 | -2 | 2
